Jurkat NFkB inh: inhibitors of induced NF-kB luciferase reporter, primary screen, TCR NF-kB activation inhibitor project, cell-based, luminescence, uHTS. Jurkat, PMA/ionomycin-induced NF-kB luciferase reporter. inhibition, % at 4 µM. hit rate 0.53% among 330,000. AID 435003, 2010
EBI2 antag: EBI2 receptor antagonists, beta-arrestin recruitment, primary screen, cell-based, luminescence, 7a,25-OHC stimulation, uHTS; G-protein coupled receptor 183 (Homo sapiens), P32249; 7a,25-OHC stimulated; hit rate 0.81% among 360,000; inhibition, % at 5 µM; in the data active = inhibition above about 38%;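 also: enzyme fragment complementation signal reports receptor beta-arrestin coupling in cells; 0% = agonist plus DMSO wells and 100% = wells without agonist; some results beyond the cut were filed as inactive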
Target sequence (P32249 whole entry, looked up, the tested form may be a part): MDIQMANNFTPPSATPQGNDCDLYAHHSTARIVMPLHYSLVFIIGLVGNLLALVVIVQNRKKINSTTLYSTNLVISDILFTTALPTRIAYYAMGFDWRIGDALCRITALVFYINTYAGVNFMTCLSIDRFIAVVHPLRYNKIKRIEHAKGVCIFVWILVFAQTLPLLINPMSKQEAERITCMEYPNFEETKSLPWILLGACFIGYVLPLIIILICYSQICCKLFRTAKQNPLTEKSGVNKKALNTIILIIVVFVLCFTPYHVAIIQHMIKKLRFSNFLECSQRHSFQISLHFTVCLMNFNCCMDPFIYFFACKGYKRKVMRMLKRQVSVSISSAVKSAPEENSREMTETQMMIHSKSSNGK
SENP8 inh: SENP8 protease inhibitors, primary screen, biochemical, luminescence; Sentrin-specific protease 8 (Homo sapiens), Q96LD8; AID 2540, 2010; hit rate 1.2% among 330,000; inhibition, % at 10 µM; purified SENP8, Z-RLRGG-aminoluciferin cleavage
697 NFkB inh: inhibitors of PMA/ionomycin-induced NF-kB reporter, 697 cells, primary screen, B-cell NF-kB inhibitor project, cell-based, luminescence, uHTS; 697 B-cell NF-kB luciferase reporter, 16 h; inhibition, % at 4 µM; hit rate 0.33% among 330,000; in the data active = inhibition above about 35%
CCR6 antag: CCR6 receptor antagonists, primary screen, cell-based, CHO-K1, luminescence, beta-arrestin, uHTS | C-C chemokine receptor type 6 (Homo sapiens), P51684 | CHO-K1 CCR6 PathHunter beta-arrestin, CCL20-stimulated | inhibition, % at 20 µM | hit rate 0.49% among 340,000;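 active = compounds whose inhibition of the agonist-driven luminescence signal at 20 µM reaches about 50%, limit read from the data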;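 also: cells stimulated with CCL20 at 14 nM final; plate controls were DMSO with CCL20 for no effect and DMSO without agonist for full effect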
Target sequence (P51684 whole entry, looked up): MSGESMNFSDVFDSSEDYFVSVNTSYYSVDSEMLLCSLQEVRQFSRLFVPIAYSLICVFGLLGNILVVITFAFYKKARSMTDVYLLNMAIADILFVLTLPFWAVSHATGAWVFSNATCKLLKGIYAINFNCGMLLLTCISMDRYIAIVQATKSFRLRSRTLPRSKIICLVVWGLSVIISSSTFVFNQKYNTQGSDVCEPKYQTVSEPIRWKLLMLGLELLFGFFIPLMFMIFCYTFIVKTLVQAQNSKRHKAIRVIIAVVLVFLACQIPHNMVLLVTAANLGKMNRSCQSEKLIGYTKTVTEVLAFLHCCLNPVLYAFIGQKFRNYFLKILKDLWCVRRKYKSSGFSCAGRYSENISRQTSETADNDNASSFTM
Apaf-1 inh: inhibitors of human Apaf-1 apoptosome, primary screen, biochemical, DEVD-Rh110 fluorescence, uHTS; hit rate 0.71% among 330,000; inhibition, % at 20 µM; reconstituted apoptosome caspase-3 activity; active = inhibition of at least 40% at 20 µM;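 also: plate controls were DMSO wells for no effect and DEVD-CHO caspase inhibitor wells for full effect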
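detection = Rh110 fluorescence intensity | test system = biochemical Apaf-1 apoptosome reconstitution | also added = cytochrome c and DEVD-Rh110 substrate | schedule = 30 min plus 50 min, RT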
UBC13 polyUb: UBC13 polyubiquitin chain formation inhibitors, primary screen, biochemical, TR-FRET, uHTS. hit rate 0.47% among 330,000. Ubiquitin-conjugating enzyme E2 N (Homo sapiens), P61088. inhibition, % at 20 µM; in the data active = inhibition above about 45%, passing the limit was not always enough
Target sequence (P61088 whole entry, looked up): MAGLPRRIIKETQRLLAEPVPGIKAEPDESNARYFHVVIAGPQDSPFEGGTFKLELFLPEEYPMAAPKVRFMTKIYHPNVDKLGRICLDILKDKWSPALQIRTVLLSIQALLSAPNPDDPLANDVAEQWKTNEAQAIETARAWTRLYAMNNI
Gli-Sufu block: Gli-Sufu pathway antagonists, primary screen, luciferase luminescence, Sufu-KO-LIGHT cells, uHTS | Sufu-KO-LIGHT fibroblasts, Gli luciferase reporter luminescence | hit rate 0.74% among 340,000 | inhibition, % at 5 µM;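 active = inhibition above about 55%, limit read from the data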;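 also: 0% = DMSO-treated cells and 100% = wells with medium but no cells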
* marks the source's active call; other numbers are inactive results; . = no result given; & = joins results of further samples. Rule as the data show it, unless noted: active = inhibition above about 50%; inactive = the rest. The list is partial; the hit share may differ from the screen's.

Compound	Jurkat NFkB inh	EBI2 antag	SENP8 inh	697 NFkB inh	CCR6 antag	Apaf-1 inh	UBC13 polyUb	Gli-Sufu block
COc1cc(CNn2c(C)n[nH]c2=S)cc(Cl)c1OCC(=O)NC(C)(C)C	-16	11	-6	-37	-5	11	-11	9
Cc1c(CC(=O)N[C@@H](CCCNC(N)=O)C(=O)O)c(=O)oc2cc3oc4c(c3cc12)CCCC4	-8	5	0	14	.	4	2	.
O=C(c1ccccn1)N1N=C2/C(=C/c3ccc(F)cc3)CCCC2C1c1ccc(F)cc1 (centres undefined)	-15	0	-5	-12	13	14	7	5
CC1(C(=O)OCC(=O)c2c[nH]c3ccccc23)CC1(Cl)Cl (centres undefined)	-91	15	8	-83	2	-2	0	-23
COc1ccc(-c2noc(CCC(=O)N3CCN(c4ccc(F)cc4)CC3)n2)cc1	.	2	.	9	13	23	.	-4
N#CC1=C2SCC(O)(c3ccccc3)N2C(=O)CC1c1ccccc1 (centres undefined)	49	6	1	-42	-1	4	5	27
Cc1c([N+](=O)[O-])c(N)nn1C	-8	-7	-7	3	6	-8	-5	12
COc1ccccc1N1CCN(c2cc(=O)n(-c3ccccc3Cl)c(=O)[nH]2)CC1	6	-11	4	12	-9	-18	5	2
C(=N\c1nc2ccccc2n1CCN1CCCCC1)/c1ccc2c(c1)OCO2	-6	-12	-8	-6	12	6	-8	3
O=C(CN(c1ccc2c(c1)OCCO2)S(=O)(=O)c1ccccc1)NCc1ccco1	7	-7	3	-41	-9	2	-5	-8
CCCCC[C@@H]1C=C(C(=O)O)[C@H](c2ccc(C)cc2)N1S(=O)(=O)c1ccc(C)cc1	7	2	11	11	-1	13	-6	4
Cc1ccc(C(=O)CNc2ccccc2)cc1	-20	7	6	-14	83*	1	8	-33
Cc1ccc(C(=O)c2cn[nH]c2-c2cc(Cl)ccc2O)cc1	-10	0	-4	-27	9	-1	7	-1
CC(=O)Oc1ccc2oc(C)c(C(=O)N3CCOCC3)c2c1	9	-5	2	27	2	-35	4	0
COc1cc(OC)c(N(C)S(=O)(=O)c2cccc(C(=O)NC3=NCCS3)c2)cc1Cl	-7	4	5	-32	9	-7	13	7
O=C(NCc1ccccc1)c1onc(CS(=O)(=O)c2ccc(Cl)cc2)c1C(=O)NCc1ccccc1	19	-3	-4	3	14	3	-6	-10
CCN(CC)c1ccc(NC(=O)COc2ccc(N(C)S(=O)(=O)c3cccs3)cc2)cc1	0	4	-9	-3	7	12	-14	-1
CC1(C)CC(=O)N(CC(=O)NC2CCCC2)c2ccccc2S1(=O)=O	11	1	2	20	6	-12	-3	-6
CC(=O)N(c1ccc(Cl)cc1)c1cn(C(C)=O)c2ccccc12	-2	-3	-5	9	0	2	2	-41
O=C(CSc1ccc([N+](=O)[O-])cn1)Nc1cc(C(F)(F)F)ccc1N1CCOCC1	2	19	-3	-18	0	13	2	16
S=C(NCCc1ccccc1)N1CCN(Cc2ccccc2)CC1	-2	-2	-1	3	7	11	2	-4
CCOc1ccccc1NC(=S)NC(=O)C1CCCCC1	-2	-4	-2	4	21	25	10	-7
Cc1cc(C)c(OCC(=O)OCCNC(=O)c2cccnc2)c(C)c1	-10	-1	-3	22	-12	-1	7	-4
C=CCN1C(=O)C(CC(=O)Nc2ccc(OC)cc2)N(Cc2ccco2)C1=S (centres undefined)	-2	-1	-8	-2	10	-2	-8	-5
Cc1cc(C(=O)N/N=C/C=C/c2ccc3c(c2)OCO3)n[nH]1	-8	-10	-1	0	-6	-3	-1	-9
COc1cc(CNn2cn[nH]c2=S)cc(Cl)c1OCc1ccccc1	-6	1	-2	-20	-11	8	0	6
CC1CC(C)CN(C(=O)c2ccc(S(=O)(=O)N3CCCC3)cc2)C1 (centres undefined)	-2	-7	-1	21	13	10	6	-1
O=C(Nc1ccc(-c2cn3c(n2)SCC3)cc1)c1ccc2ccccc2n1	-7	2	-6	-31	-1	10	-11	-16
O=C1c2ccccc2C(=O)N1Cc1nc2ccccc2c(=O)n1CCCN1CCOCC1	-8	2	1	-45	-5	15	-14	-1
Fc1ccc(Sc2ccccc2CNC2=NCCN2)cc1	15	-1	-1	-37	17	1	5	16
Cc1c(C)n2c(SCC(=O)N3CCCCC3)nnc2[nH]c1=O	6	-2	3	27	1	2	0	-9
Cc1csc(NC(=O)C2CCN(S(=O)(=O)c3ccccc3)CC2)n1	-10	1	-5	-21	8	2	-3	0
CC1=C(C(=O)OCc2ccccc2)C(c2ccc(Br)cc2)NC(=O)N1CCCC(=O)O (centres undefined)	3	.	-8	14	0	-3	-14	-3
CCC(=O)OCC(=O)Nc1ccc(OC)cc1[N+](=O)[O-]	-21	0	-8	6	-1	2	-8	-10
CC(=O)c1ccccc1NC(=O)COC(=O)/C=C/c1ccc(OC(F)F)cc1	5	2	0	-5	3	-3	-5	-11
O=[N+]([O-])c1ccccc1N/N=C1\CCc2ccccc21	-148	4	-7	-145	11	-4	-55	-44
O=C(NCCCn1ccnc1)c1cc(-c2cccnc2)nc2ccc(Br)cc12	2	-2	-1	8	-1	-10	-20	-2
CCOC(=O)CSc1nc(C)c2ccccc2n1	1	5	-1	14	2	-6	7	-33
Cn1c(=NC(=O)CN2C(=O)C3CC=CCC3C2=O)sc2ccccc21 (centres undefined)	-19	-4&2	-3	-11	5&-3	9	26	-7&-1
COc1ccc(NC(=O)N2CCN(S(C)(=O)=O)CC2)c(OC)c1	9	2	5	19	-4	-13	4	0
COc1ccccc1NC1=NC(CO)(CO)CS1	1	13	4	7	11	-12	-1	0
CCCc1cc(C(=O)NCC(C)C)no1	-23	2	-2	-45	5	6	8	.
COc1cccc(F)c1C(C[N+](=O)[O-])c1c(N)n(C)c(=O)n(C)c1=O (centres undefined)	13	-43	-2	0	-5	-11	3	-31
C#CCNCCS(=O)(=O)N(Cc1ccc(Br)cc1)[C@@H](CC(C)C)C(=O)O	.	-3	.	28	21	11	.	4
COc1ccc(C(=O)Nc2ccnc(-c3cccnc3)n2)cc1	-11	-5	-13	10	3	-2	12	4
CC(C)Oc1ccc(C(=O)Nc2ccc(NC(=O)c3ccco3)c(Cl)c2)cc1	-36	9	-1	-16	-14	13	-8	12
O=C(O)Cn1c(=O)c(F)cn(C2CCCO2)c1=O (centres undefined)	19	-3	-1	10	1	-2	4	18
Cc1sc2ncn(CC(=O)N3CCN(c4ccccc4)CC3)c(=O)c2c1S(=O)(=O)N1CCOCC1	9	7	-9	5	-6	7	1	0

Grouped by structure, those above containing a Cl atom.
Compound	Jurkat NFkB inh	EBI2 antag	SENP8 inh	697 NFkB inh	CCR6 antag	Apaf-1 inh	UBC13 polyUb	Gli-Sufu block
COc1cc(CNn2c(C)n[nH]c2=S)cc(Cl)c1OCC(=O)NC(C)(C)C	-16	11	-6	-37	-5	11	-11	9
CC1(C(=O)OCC(=O)c2c[nH]c3ccccc23)CC1(Cl)Cl (centres undefined)	-91	15	8	-83	2	-2	0	-23
COc1ccccc1N1CCN(c2cc(=O)n(-c3ccccc3Cl)c(=O)[nH]2)CC1	6	-11	4	12	-9	-18	5	2
Cc1ccc(C(=O)c2cn[nH]c2-c2cc(Cl)ccc2O)cc1	-10	0	-4	-27	9	-1	7	-1
COc1cc(OC)c(N(C)S(=O)(=O)c2cccc(C(=O)NC3=NCCS3)c2)cc1Cl	-7	4	5	-32	9	-7	13	7
O=C(NCc1ccccc1)c1onc(CS(=O)(=O)c2ccc(Cl)cc2)c1C(=O)NCc1ccccc1	19	-3	-4	3	14	3	-6	-10
CC(=O)N(c1ccc(Cl)cc1)c1cn(C(C)=O)c2ccccc12	-2	-3	-5	9	0	2	2	-41
COc1cc(CNn2cn[nH]c2=S)cc(Cl)c1OCc1ccccc1	-6	1	-2	-20	-11	8	0	6
CC(C)Oc1ccc(C(=O)Nc2ccc(NC(=O)c3ccco3)c(Cl)c2)cc1	-36	9	-1	-16	-14	13	-8	12

An excerpt from above in order of number of heavy atoms, lowest first.
Compound	Jurkat NFkB inh	EBI2 antag	SENP8 inh	697 NFkB inh	CCR6 antag	Apaf-1 inh	UBC13 polyUb	Gli-Sufu block
CCC(=O)OCC(=O)Nc1ccc(OC)cc1[N+](=O)[O-]	-21	0	-8	6	-1	2	-8	-10
COc1cc(CNn2cn[nH]c2=S)cc(Cl)c1OCc1ccccc1	-6	1	-2	-20	-11	8	0	6
O=C1c2ccccc2C(=O)N1Cc1nc2ccccc2c(=O)n1CCCN1CCOCC1	-8	2	1	-45	-5	15	-14	-1

(further entries)
Compound	Jurkat NFkB inh	EBI2 antag	SENP8 inh	697 NFkB inh	CCR6 antag	Apaf-1 inh	UBC13 polyUb	Gli-Sufu block
C/C(=N/NC(=O)CCCOc1ccc(Cl)cc1Cl)c1ccc(C)o1	-5	-7	-10	0	-1	21	-2	-6
CC(C)N(C(=O)COC(=O)c1ccccc1C(=O)N1CCN(c2ccc(F)cc2)CC1)C(C)C	0	3	-7	-14	0	-7	-5	4
CCOc1ccc(C2=Nc3ccccc3C(c3ccc(N4CCOCC4)cc3)=NN2)cc1	-22	7	-8	-28	2	24	-3	-116
Cc1cc(C(=O)NCc2ccccc2Cl)c2ccccc2n1	-21	9	0	-1	12	3	6	-46
CC(=O)Nc1cc(O)cc(O)c1	5	-14	4	16	1	-21	9	-1
COc1ccc(-n2c(Cc3cc(=O)[nH]c(=O)[nH]3)nnc2SCC(=O)N2CCC(C)CC2)cc1	-3	-2	6	4	8	-12	1	-5
CCN(CC)S(=O)(=O)c1ccc(NC2c3ccccc3C(=O)N2c2ccc(C)cn2)cc1 (centres undefined)	-18	5	5	4	5	8	3	-2
COc1ccc(/C=C(/NC(=O)c2ccc(C)cc2)c2nc3ccccc3[nH]2)cc1OC	-9	5	-7	-14	20	18	-19	-16
CCc1ccc(C(=O)NCC2COc3ccccc3O2)o1 (centres undefined)	-8	-8	3	-10	1	-3	2	-27
COc1cccc(CNC(=O)Cn2ccc3cc(S(=O)(=O)N4CCCCCC4)ccc32)c1OC	2	0	3	-3	9	-1	6	17
Cc1c(N)c(C(C)(C)C)cc(C(C)(C)C)c1[N+](=O)[O-]	-1	-1	5	3	6	7	6	3
Cc1cccc(-n2c(C)n[nH]c2=S)c1	17	-8	0	-26	-19	-5	2	2
CCN1C(=O)N[C@@H](c2cccc(C(F)(F)F)c2)C(C(C)=O)=C1C	-14	-3	3	9	-7	-2	2	10
COc1ccc([C@H]2CC(=O)C=C(c3cccc(Br)c3)C2)cc1OC	2	36	5	-16	13	18	4	0
O=C(O)CCN(Cc1ccccc1)S(=O)(=O)c1c(Cl)cccc1Cl	-8	9	-14	-1	5	9	-7	-7

Compound activity from PubChem BioAssay.
